Source: PubChem (National Center for Advancing Translational Sciences (NCATS))
GLP1R cytotox: cytotoxicity counter-screen for GLP-1 receptor inverse agonists. 410,000 compounds, 0.13% hits. HEK293 cAMP-luciferase reporter cells, luminescence, 24 h. Potency, µM (series often up to 38.3 µM), without a hit: at the highest dose activity change, negative = inhibition, actives largely listed as inhibitors;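 further: loss of luciferase light is scored as toxicity; potency means the concentration at half of the fitted maximal effect; on the % scale 0 is the no-effect control and ±100 the full control effect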
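Luminescence readout: signal drop marks cytotoxicity. Plated cells grew 12 h at 37 °C, 5% CO2, received 23 nL compound for 24 h, then got luciferase reagent, read after 12 min at RT.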
HT1080-NT tox: kills 2HG-producing HT-1080-NT fibrosarcoma cells | Potency, µM (series often up to 46.1 µM), for the others: at the highest dose activity, negative = less viability, most hits filed as cytotoxic | 360,000 compounds, 1.6% hits | HT-1080-NT fibrosarcoma viability, CellTiter-Glo ATP luminescence, 48 h;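 further: NT is the 2HG producing partner of a matched IDH1 knockdown line; potency means the concentration at half of the fitted maximal effect; 0% = DMSO-treated cells and -100% = media-only wells without cells; nearly all actives have a fitted effect of over 55% in size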
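HT-1080-NT fibrosarcoma cells (2HG-overproducing), 750 cells/well in RPMI with 5% FBS, dosed after 2 h and incubated 48 h at 37C. CellTiter-Glo luminescence normalized to DMSO and no-cell wells; concentration-response curves fitted and classed.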
KB-3-1 tox: kills parental KB-3-1 adenocarcinoma cells | KB-3-1 viability, CellTiter-Glo ATP luminescence, 72 h | 400,000 compounds, 1.4% hits | Potency, µM (top dose mostly 46.1 µM), inactives show at the highest dose activity change, negative = cytotoxic, most hits filed as cytotoxic; further: potency means the concentration at half of the fitted maximal effect; on the % scale 0 is the no-effect control and ±100 the full control effect; nearly all actives have a fitted effect of over 60% in size
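Cytotoxicity in the drug-sensitive parental line KB-3-1 was scored as loss of CellTiter-Glo luminescence following 72 h incubation with compound. Values come from curve fitting of normalized concentration-response data.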
IL-1B inflam inh: inhibitors of inflammasome signaling (IL-1 beta secretion); THP-1 LPS/ATP IL-1B secretion, AlphaLISA, 16 h; stronger effect = lower value; activity change, % at 57.5 µM; 360,000 compounds, 4.7% hits; AID 743279; in the data active means activity change below about -50%; inconclusive means mostly about -30% to -49%; further: on the % scale 0 is the no-effect control and ±100 the full control effect
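Secreted IL-1B measured by AlphaLISA bead assay after 16 h compound exposure of THP-1 cells; compounds (final up to 57.5 uM) added 1 h before LPS (250 ng/mL) and ATP (1.25 mM) stimulation; lower signal means less secretion.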
SW480 rereplic: inducers of DNA re-replication in SW480 colon cancer cells | 340,000 compounds, 1.8% hits | Potency, µM (top dose mostly 46.1 µM), without a hit: at the top dose re-replication activation, most hits filed as activators | AID 624297 | SW480 DNA re-replication, Hoechst DNA content imaging, 48 h; further: potency means the concentration at half of the fitted maximal effect; % of control where 0% means no effect; nearly all actives have a fitted effect of over 55% in size
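SW480 cells exposed to compounds for 48 hr at 37 C, 5% CO2, then Hoechst-stained 40 min. Nuclear DNA content imaged by fluorescence scanning (405 nm excitation, 500-530 nm emission); re-replication scored as increased high-intensity nuclei.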
MCF10A rerep: DNA re-replication induction in MCF 10a cells | MCF 10A DNA re-replication, Hoechst nuclear intensity, 48 h | Potency, µM (highest dose often 46.1 µM), without a hit: top-dose activity, positive = re-replication, usual class: activators | 350,000 compounds, 2.9% hits | AID 624296; further: potency means the concentration at half of the fitted maximal effect; % of control where 0% means no effect; nearly all actives have a fitted effect of over 50% in size
KB-V1 cytotox: kills drug-selected multidrug resistant KB-V1 cells; KB-V1 MDR cells viability, CellTiter-Glo, 72 h; Potency, µM (highest dose often 46.1 µM), inactives show top-dose activity change, negative = cytotoxicity, actives largely listed as cytotoxic; 400,000 compounds, 3.4% hits; further: potency means the concentration at half of the fitted maximal effect; on the % scale 0 is the no-effect control and ±100 the full control effect; nearly all actives have a fitted effect of over 60% in size
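Readout: CellTiter-Glo luminescence, 10 min after addition. Cells: KB-V1 MDR subline, 72 h at 37 degrees C with compound. Analysis: corrected, normalized data fitted to concentration-effect curves.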
HT1080 IDH1KD tx: HT-1080 IDH1 knockdown cell toxicity (counter line); HT-1080 IDH1 knockdown viability, ATP luminescence, 48 h; AID 686971; Potency, µM (titrated, usually from 46.1 µM), for the others: top-dose activity, negative = toxicity, usual class: cytotoxic; 360,000 compounds, 2% hits;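 further: potency means the concentration at half of the fitted maximal effect; 0% = DMSO wells and -100% = cell-free medium wells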
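IDH1KD HT-1080 cells, 750/well, RPMI + 5% FBS; compound pinned after 2 h settling; 48 h, 37 °C; CellTiter-Glo luminescence; % activity normalised to DMSO and no-cell wells; curves fitted, classed by r2 and efficacy.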
DRD3 agonist: agonists of human D3 dopamine receptor; P35462; D3R DiscoveRx beta-arrestin cells, luminescence, 90 min; max activation, %; 410,000 compounds, 0.58% hits; AID 652048; in the data active means max activation above about 30%; further: 0% is about no effect; mostly tested at two doses, the higher about 12 µM
Target sequence (P35462 whole entry, looked up): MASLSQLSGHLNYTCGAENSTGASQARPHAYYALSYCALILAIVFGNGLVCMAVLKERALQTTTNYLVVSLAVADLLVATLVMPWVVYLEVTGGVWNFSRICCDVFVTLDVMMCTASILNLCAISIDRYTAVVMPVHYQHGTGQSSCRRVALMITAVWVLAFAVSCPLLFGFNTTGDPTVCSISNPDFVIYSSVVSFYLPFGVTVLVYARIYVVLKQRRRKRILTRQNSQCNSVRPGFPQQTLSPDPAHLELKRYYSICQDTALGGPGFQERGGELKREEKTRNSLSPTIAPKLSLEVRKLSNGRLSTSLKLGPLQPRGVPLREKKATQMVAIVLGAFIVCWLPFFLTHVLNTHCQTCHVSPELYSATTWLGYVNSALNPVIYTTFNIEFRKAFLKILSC
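Cells at 1500/well, incubated overnight, then treated with pinned compounds (dopamine as control) for 90 min at 37 degrees C. DiscoveRx reagent added for 30 - 60 minutes at room temperature; luminescence read.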
* hit, by the source's call; i = inactive; ? = inconclusive; . = no result given; [ ] = dose if it differs, or a comment. Unless noted, the call rests on the fitted dose curve; in most records, active means well fitted curve in the direction sought with a large enough effect; inconclusive means small, poorly fitted or top-dose-only effect, or another doubt; inactive means no such curve, though single readings can be large; an effect the other way counts as inactive or inconclusive. Rows were taken by chance; about 11% have a hit in one of these screens.

SMILES	GLP1R cytotox	HT1080-NT tox	KB-3-1 tox	IL-1B inflam inh	SW480 rereplic	MCF10A rerep	KB-V1 cytotox	HT1080 IDH1KD tx	DRD3 agonist
Cc1ccc(-n2ncc3c(Nc4ccc5c(c4)OCCO5)ncnc32)cc1Cl	1.3%	.	-3.8%	.	.	.	2.1%	.	-2.9
O=C(NC(=S)NNC(=O)c1ccccc1O)c1cccnc1	-28.3%	-1.2%	-23.2%	0.0	-29.6%	2.3%	?	-21.0%	7.8
CCS(=O)(=O)N1CCC(NC(C)=O)(c2ccccc2)CC1	10.7%	18.9%	18.5%	3.6	1.2%[9.22 µM]	-15.3%	12.3%	10.3%	0.5
CC(C)NS(=O)(=O)c1ccc(OCC(=O)NCCC2=CCCCC2)cc1	-1.6%	-3.9%	3.4%	19.4	-6.2%	-3.4%	-9.0%	-8.2%	-7.5
CC(=O)c1cccc(NC(=O)N2C3CCC2CC(NC(=O)Nc2ccccc2)C3)c1 (stereo not drawn)	-25.4%	-0.9%	-1.5%	-3.1	-3.8%	-3.2%	1.0%	3.0%	2.1
COc1ccc(CC(=O)N2CC(C)CC(C)C2)cc1OC (stereo not drawn)	-5.8%	0.1%	-4.7%	7.6	-12.0%	-4.9%	-12.1%	2.7%	5.7
CCOc1ccccc1C(=O)NC1CC2CCCC(C1)N2C1CC1 (stereo not drawn)	-11.1%	-2.8%	6.8%	22.2	-4.6%	9.8%	-1.1%	-1.7%	-4.4
O=C1CC(C(=O)Nc2ncccn2)C(c2ccccc2)O1 (stereo not drawn)	-8.4%	19.5%	15.6%	31.1	-12.0%	3.9%	15.9%	15.6%	0.8
CN(C(=O)C1CCCCC1)C1(C)CCS(=O)(=O)C1 (stereo not drawn)	6.5%	9.5%	3.4%	10.0	-303.6%[inhibitor]	-19.5%	15.9%	3.5%	11.7
CCN(CC)c1nc2ccccc2nc1C(=O)Nc1cccc(C(C)=O)c1	-22.3%	.	0.0%	.	.	.	-18.3%	.	-2.9
Cc1cccc(-n2ncc3c2CCCC3NC(=O)C2CCOCC2)c1C (stereo not drawn)	2.5%	?	?	i	-5.1%	-13.0%	?	-9.1%	-7.2
CC(Sc1cccc[n+]1[O-])C(=O)Nc1cc(Cl)c(Cl)cc1Cl (stereo not drawn)	10.6%	2.2%	-7.6%	-4.6	-0.6%	-1.5%	-11.4%	-6.5%	-6.1
CCOc1ccc(Br)cc1C(=S)N1CCCC1	3.9%	12.2%	-0.8%	5.8	-9.6%	-1.3%	4.4%	2.5%	2.5
CNC(=S)NC1(C)CCS(=O)(=O)C1 (stereo not drawn)	9.6%	0.4%	5.9%	7.3	-48.8%[inhibitor]	?	13.8%	1.4%	-17.0
CCOC(=O)c1cc(NC(=O)c2ccc(OC)cc2)c(=O)oc1-c1ccccc1	-15.9%	4.6%	5.0%	-17.7	-14.1%	4.8%	-4.1%	9.3%	-2.0
CCCOC1CCCN(Cc2cn(C)nc2-c2ccccc2F)C1 (stereo not drawn)	6.3%	-4.2%	-4.2%	-7.5	13.7%	2.9%	-14.6%	2.0%	-8.6
CN(c1ccccc1C(=O)N1CCN(Cc2ccc3c(c2)OCO3)CC1)S(C)(=O)=O	13.8%	0.8%	-5.8%	0.0	0.4%	-3.9%	-1.4%	2.1%	-5.0
COc1ccccc1C(=O)NCCNc1ccc([N+](=O)[O-])cc1Cl	-3.7%	0.1%	?	-25.9	-1.3%	-8.8%	0.0%	-0.5%	-2.0
COc1ccc(NC(=O)N2CCc3c(sc4c3CCCC4)C2c2ccc(F)cc2)cc1 (stereo not drawn)	6.0%	.	0.0%	.	.	.	-15.2%	.	-17.4
CCOCCCNC(=O)c1ccc(NC(=O)C2=CSCCO2)cc1	-16.6%	13.2%	0.7%	-5.0	0.6%	-2.7%	-5.2%	12.2%	3.2
Cn1c(=O)c2c(SCC(=O)N3CCCC3)nc(CC(C)(C)C)nc2n(C)c1=O	?	-0.2%	15.2%	37.2	-3.8%	-1.3%	2.2%	5.5%	-4.7
COc1ccc(CN(C)C(=O)Cn2ccc(NC(=O)OCc3ccccc3)nc2=O)cc1OC	-5.3%	-24.7%	-6.7%	-2.6	1.1%	-21.5%	-9.0%	0.2%	9.6
CC(C)CCNc1nc(-c2ccco2)c2c(c1C#N)CCCC2	106.8%[activator]	?	-1.4%	20.0	?	7.31µM*	4.8%	?	-2.9
CC1C(=O)N2CCCc3cc(S(=O)(=O)NCCc4ccccc4)cc1c32 (stereo not drawn)	-4.4%	-4.1%	-3.9%	8.7	?	1.8%	-11.6%	1.9%	4.8
CCc1ccc(C(C)NC(=O)c2ccc(F)cc2)cc1 (stereo not drawn)	-3.2%	6.3%	-4.1%	11.6	10.1%	14.6%	4.8%	7.6%	2.6
COc1ccc(NS(=O)(=O)c2ccc3c(c2)NC(=O)CO3)cc1	-3.9%	8.8%	2.7%	13.8	-7.9%	0.9%	10.0%	-4.7%	4.9
Cc1ccc(S(=O)(=O)NCc2ccc(C(=O)N3CCN(Cc4ccccc4)CC3)cc2)cc1	-18.4%	?	23.1µM*	-79.4*	-3.3%	14.2%	?	-19.3%	-3.8
COc1ccccc1/C=C/C(=O)c1ccc(NC(C)=O)cc1	?	-19.9%	?	-106.5*	5.4%	16.4µM*	-98.3%	?	6.4
CC(C)OCC1CO1 (stereo not drawn)	2.2%	18.2%	0.0%	23.1	-40.1%[inhibitor]	7.5%	7.4%	0.6%	-13.2
Cc1ccccc1Nc1cc(C)c2c(O)cccc2n1	8.7%	-18.2%	0.8%	-86.8*	-9.4%	1.3%	0.0%	-6.4%	1.2
O=C(c1cccs1)N1CCC2(O)CCCCC2C1c1ccc(F)cc1 (stereo not drawn)	-2.0%	4.5%	15.4%	5.3	-3.5%	6.8%	-6.5%	-0.5%	1.0
O=C(CCc1ccccc1)NNC(=O)COc1ccccc1	2.7%	6.6%	17.3%	2.6	-5.4%	-4.8%	16.0%	13.0%	5.7
Cc1ccccc1Cn1c(=O)n(Cc2ccco2)c(=O)c2oc3ccccc3c21	0.7%	.	-9.2%	.	.	.	17.2%	.	-10.2
c1ccc(C2[C@H]3CN(Cc4cccnc4)[C@H](c4ccccc4)C34CC2(c2ccccc2)C4)cc1 (stereo partly drawn)	-0.3%	?	?	25.1	-3.4%	1.0%	-14.2%	?	-8.9
CCNC(=O)NC(=O)COC(=O)CCCSc1nc2ccccc2s1	-11.6%	0.1%	-3.6%	16.7	-12.4%	9.8%	10.9%	-8.6%	-3.6
Cc1ccc(NC(=O)c2ccc3c(c2)OCO3)cc1Cl	-11.2%	-2.6%	-8.5%	-16.4	-1.4%	5.6%	2.2%	-0.5%	2.0
COc1ccc(-c2nnc(N(C)C(=O)C3CCOC3)s2)cc1 (stereo not drawn)	7.7%	7.2%	5.2%	-26.2	-5.5%	2.6%	1.1%	5.1%	-5.1
CCn1cc(CN2CCN(Cc3ccc(C)o3)C(CCO)C2)c2ccccc21 (stereo not drawn)	-29.7%	-19.9%	-5.5%	-5.8	14.5%	8.4%	-17.8%	-4.6%	-11.4
O=C(O)C12C[C@H]3C[C@@H](C1)CC(n1ncc(N4CCN(c5ccccc5)CC4)c(Cl)c1=O)(C3)C2	7.1%	25.0%	3.9%	0.0	.	-0.6%	-3.6%	19.4%	1.9
Cc1ccccc1NC(=O)Cn1c(O)c(N=NC(=O)c2ccccc2O)c2ccccc21	-0.9%	7.1%	26.8%	0.0	12.3%	-82.7%[inhibitor]	?	11.6%	5.0
COc1ccc(-c2cc(-c3ccccc3)no2)cc1	?	1.7%	2.4%	25.3	-5.3%	-0.9%	-0.8%	3.4%	34.6*
N#Cc1ccc(S(=O)(=O)N2CCC(C(=O)Nc3cccc(C(=O)NC4CC4)c3)CC2)cc1	-39.4%	0.4%	-9.1%	7.4	?	8.8%	0.0%	2.9%	-10.4
COc1cc(/C=N/Nc2nnc3c(n2)[nH]c2ccccc23)ccc1O	-19.6%	3.9%	13.4%	4.9	-2.1%	-3.1%	0.3%	-18.3%	0.3
CCN(CC)S(=O)(=O)c1ccc(N2CCCC2)c(NC(=O)CSCc2c(C)noc2C)c1	-0.4%	-0.2%	0.8%	-16.3	.	.	-20.8%	1.6%	-1.0
CCC(CO)Oc1cc(NC(=O)Cc2ccccc2)c2ncn(C(C)C)c2c1 (stereo not drawn)	0.7%	5.3%	9.3%	-14.3	-9.1%	-0.3%	7.8%	0.0%	0.8
CN(C)c1ccc(/C=C(/C#N)C(=O)NCc2ccccc2)o1	8.4%	-2.9%	7.7%	-15.8	2.4%	-0.9%	-8.5%	14.7%	-17.3
O=C(c1ccccc1)c1ccc2c(c1)OCCOCCOCCOCCO2	-22.2%	4.1%	-1.4%	-18.3	-7.4%	-3.4%	6.3%	-5.9%	0.2
O=C(CSc1nc2c(c(=O)n1-c1ccccc1)SCC2)N1CCN(c2ccccc2)CC1	-6.9%	-1.2%	-15.7%	-19.6	-11.2%	2.1%	-24.0%	-0.2%	0.4
COc1ccc(/C=C(\NC(=O)c2ccccc2)C(=O)N/N=C/c2ccncc2)cc1	?	7.6%	3.0%	-7.0	12.5%	19.6%	0.3%	0.4%	-0.1
CCn1cc(C(=O)OCC(=O)Nc2cc(C)cc(C)c2)c(=O)c2ccc(C)nc21	1.3%	.	12.9%	.	.	.	?	.	-11.6
CC1(C)Cc2c(sc(NC(=O)c3ccc(S(=O)(=O)N4CCCCCC4)cc3)c2C#N)C(C)(C)N1	-0.5%	7.1%	19.3%	1.6	-0.5%	0.2%	0.5%	-2.8%	-3.0
